Assay outcomes deposited in PubChem BioAssay by Sanford-Burnham Center for Chemical Genomics.
Jurkat NFkB inh: inhibitors of the PMA/ionomycin-induced NF-kB reporter in Jurkat cells; hit rate 0.53% among 330,000; inhibition, % at 4 µM; PMA/ionomycin-induced NF-kB luciferase reporter, luminescence; in the data active means inhibition above about 50%
Mdm2 MdmX PPI: human Mdm2/MdmX binding inhibition | hit rate 3% among 330,000 | O15151+Q00987 | AID 485346 | inhibition, % at 8 µM | SaOS-2 split-luciferase Mdm2/MdmX complementation, luminescence;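 active means inhibition of at least 50% at 8 µM in the primary screen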
APJ agonist: agonists of human APJ apelin receptor. P35414. CHO-K1 APJ PathHunter beta-arrestin, luminescence; 0% DMSO wells, 100% apelin. activation, % at 20 µM. hit rate 0.11% among 330,000;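 active means activation more than six SD over the plate average, tested at 20 µM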;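 further: 0% = DMSO alone and 100% = apelin-13 at 10 nM; some results filed as inactive read as strong as hits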
Target sequence (P35414 whole entry, looked up): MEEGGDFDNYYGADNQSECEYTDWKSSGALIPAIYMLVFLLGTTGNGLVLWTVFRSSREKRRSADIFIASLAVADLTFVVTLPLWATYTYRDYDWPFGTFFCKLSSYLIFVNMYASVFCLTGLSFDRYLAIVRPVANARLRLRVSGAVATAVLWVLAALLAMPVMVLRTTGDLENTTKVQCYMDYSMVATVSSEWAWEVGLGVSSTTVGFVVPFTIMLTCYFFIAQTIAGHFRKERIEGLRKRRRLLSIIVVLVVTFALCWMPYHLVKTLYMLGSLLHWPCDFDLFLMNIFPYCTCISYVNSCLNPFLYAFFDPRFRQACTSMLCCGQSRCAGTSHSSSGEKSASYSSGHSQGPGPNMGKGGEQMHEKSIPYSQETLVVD
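Material: CHO-K1 APJ beta-arrestin complementation cell line; Input: cell density 1000 per well; Incubation: compound stimulation 90 min at 25 °C, detection 60 min; Signal: luminescence from split beta-galactosidase complementation, Galacton Star/Emerald II substrate; Controls: DMSO-only wells as negative, 10 nM Apelin-13 as positive control.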
697 NFkB inh: inhibitors of the PMA/ionomycin-induced NF-kB reporter in 697 B cells | 697 B-cell NF-kB luciferase reporter, 16 h | inhibition, % at 4 µM | hit rate 0.33% among 330,000; in the data active means inhibition above about 35%
tim23-1 inh: inhibits growth of tim23-1 mutant yeast | S. cerevisiae tim23-1 growth, BacTiter-Glo luminescence, 24 h | inhibition, % at 20 µM | hit rate 1.3% among 330,000;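 active means growth inhibition of the mutant yeast at or above 50%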;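 further: temperature-sensitive mutant grown at 25 °C; plate controls were DMSO-treated mutant yeast for no effect and medium wells lacking yeast for full effect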
UPR CHOP act: activators of apoptotic arm of unfolded protein response (CHOP). AID 449763. activation, % at 10 µM. hit rate 0.34% among 330,000. CHO-CHOP luciferase reporter, UPR activation, luminescence; percent of tunicamycin response over DMSO baseline;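 active means at 10 µM dose, activation of 40% or more, normalized to positive control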;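 further: 100% = tunicamycin at 10 µg/mL and 0% = DMSO alone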
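System: CHO CHOP reporter cells. Amount: 500 cells per well. Buffer or medium: F12 medium, 10% FBS. Compound dosing: one dose, 10 µM in 0.5% DMSO. Incubation: 6 h compound exposure at 37 °C after overnight seeding. Technique: Steady-Glo luciferase luminescence. Benchmarks: tunicamycin and DMSO controls.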
APJ antagonist: antagonists of human APJ apelin receptor | hit rate 0.32% among 330,000 | P35414 | CHO-K1 APJ beta-arrestin complementation, luminescence | AID 2521 | inhibition, % at 20 µM;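 active means inhibition above about 40% at 20 µM, limit read from the data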;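 further: cells challenged with 10 nM apelin-13 agonist together with compound; plate controls were apelin-13 plus DMSO wells for no effect and DMSO wells lacking apelin-13 for full effect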
UPR XBP1 act: adaptive UPR (XBP1) activation; CHO-XBP1 luciferase reporter, IRE1-XBP1 UPR activation, luminescence; percent of tunicamycin response, DMSO as zero; hit rate 0.33% among 330,000; activation, % at 20 µM; AID 463104;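 active means versus positive control, 20 µM dose yields 30% or more activation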;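 further: 100% = tunicamycin at 10 µg/mL and 0% = DMSO only wells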
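assay system = CHO-XBP1 luciferase reporter cells | amount = 1000 cells/well | buffer or medium = F12 plus 10% FBS | compound dosing = single point, 20 µM final compound, 1% DMSO | incubation = 16-18 h cell attachment at 37 °C, then 6 h compound exposure | detection = Steady-Glo luminescence read | controls = tunicamycin 10 µg/mL and vehicle-only wells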
An asterisk follows results filed as active; i = inactive. Rows were taken by chance. About 5% of those tested had a hit in this group.

Below each compound – APJ agonist	697 NFkB inh	APJ antagonist	tim23-1 inh	UPR CHOP act	Mdm2 MdmX PPI	Jurkat NFkB inh	UPR XBP1 act
O=C(c1ccco1)N1CCN(C(=O)C2Cc3ccccc3CN2S(=O)(=O)c2ccc(F)cc2)CC1 (centres undefined)
 : -4	9	1	1	-3.0	40	-15	-3
COc1ccc(/C=N/n2c(C)nnc2C)c(OC)c1OC
 : -2	5	15	2	0.9	20	4	-3
COc1cc(NS(=O)(=O)c2ccc(NC(=O)c3cccnc3)cc2)ncn1
 : 0	-4	1	5	0.4	20	-18	-7
COC(=O)c1ccc(C(=O)OC)c(NC(=O)COC(=O)CC2CC3CCC2C3)c1 (centres undefined)
 : -10	16	14	8	-2.8	3	3	-1
COc1ccc2c(c1)c(=O)c(C(=O)O)c(-c1ccc3c(c1)OCO3)n2C
 : -3	22	10	-1	3.0	3	0	-1
CC(=O)c1ccc(OCC(O)CN2CCN(S(=O)(=O)c3cccc(Br)c3)CC2)cc1 (centres undefined)
 : -2	10	-4	28	0.2	-6	3	0
Cc1ccc(C)c(S(=O)(=O)N2CCCOC2CNC(=O)C(=O)NC2CCCCC2)c1 (centres undefined)
 : 0	-6	4	2	-0.4	6	-4	-1
O=C(Nc1cccc(Br)c1)c1ccn[nH]1
 : 5	-23	-16	57*	3.9	-14	-36	5
O=C(Nc1nccs1)c1ccc(-c2ccccc2Cl)o1
 : 3	-92	5	47	6.2	-124	-77	-3
C(=N\Nc1nc(N2CCOCC2)nc(N2CCOCC2)n1)/c1cccnc1
 : -2	30	2	-3	-2.3	16	0	1
Cc1cccc(C(=O)NC(=S)N2CCN(c3ccc([N+](=O)[O-])cc3)CC2)c1
 : -4	-12	8	-7	-1.3	18	8	-3
O=C(NCCCN1CCCC1=O)C(=O)NCC1OCCCN1S(=O)(=O)c1cc(F)ccc1F (centres undefined)
 : -1	14	9	-7	-0.8	11	-10	-2
CC(NC(=O)COC(=O)C1=COCCO1)C12CC3CC(CC(C3)C1)C2 (centres undefined)
 : -2	14	-2	29	0.8	-11	7	-2
Cc1c(NC(=O)C(C)OC(=O)CCOc2ccccc2)c(=O)n(-c2ccccc2)n1C (centres undefined)
 : -3	17	-50	12	2.9	-1	17	-5
Cc1ccc(S(=O)(=O)Nc2cccc(Cl)c2)cc1NC(=O)C1CC1
 : -1	0	-11	11	-0.4	24	1	-4
COc1ccc(OCC(=O)Nc2ccc(S(=O)(=O)Nc3cc(C)nc(C)n3)cc2)cc1
 : -1	-1	-18	-1	-3.7	-22	-15	-3
O=C(COc1ccc2oc(-c3ccccc3)cc(=O)c2c1)Nc1ccccc1
 : 1	-41	24	-12	1.9	6	8	1
CCOC(=O)c1ccc(Nc2cc(C)nc3nc(C)nn23)cc1
 : -1	10	12	-7	-1.1	-3	21	4
O=c1c2c3c(sc2ncn1/N=C/c1ccccc1)CCCC3
 : -3	-21	4	23	6.5	-5	-13	11
CC(=O)C(Cc1ccccc1)(Cc1ccccc1)C(C)=O
 : -2	-3	6	-4	0.7	1	9	6
O=C(O)CC(C(=O)NC1CCCCC1)C1CCCO1 (centres undefined)
 : -4	5	-1	-2	0.2	9	1	1
COc1cc(/C=C2\SC(=O)NC2=O)ccc1Oc1ccc([N+](=O)[O-])cn1
 : 3	-6	-12	22	0.1	5	12	0
O=S(=O)(NCC1CCCO1)c1ccc(Br)s1 (centres undefined)
 : -3	1	9	-6	-0.7	17	5	-2
O=S(=O)(Nc1nc2ccccc2nc1Nc1ccc2c(c1)OCO2)c1ccccc1
 : -3	13	-11	11	0.3	5	5	-2
CCCCNC(=O)C1CCCN(S(=O)(=O)CC)C1 (centres undefined)
 : -2	-26	-13	8	-0.5	20	1	-6
Cc1nc(N2CCOCC2)sc1C(=O)NN
 : 8	17	-52	5	1.6	19	-20	-4
COc1ccc(C(=O)OCC(=O)N2CCCC2=O)c(OC)c1
 : -1	-10	-12	-1	1.0	12	1	1
O=C(Cc1ccccc1)NNC1=NS(=O)(=O)c2ccccc21
 : -1	12	-13	-6	-0.1	-1	23	-2
CN(Cc1ccccc1)C(=O)c1oc(=O)c2ccccc2c1-c1ccccc1
 : -2	10	0	29	-0.2	-13	12	-1
COc1ccc(C2=Nn3c(nnc3-c3ccccc3F)SC2)cc1OC1CCCC1
 : -5	i	0	41	2.9	100*	22	18

(more compounds)
Below each compound – APJ agonist	697 NFkB inh	APJ antagonist	tim23-1 inh	UPR CHOP act	Mdm2 MdmX PPI	Jurkat NFkB inh	UPR XBP1 act
COc1ccccc1-c1nc2c(c(SCC(=O)N3CCCCC3)n1)Cc1c(CO)cnc(C)c1O2
 : 1	5	-4	7	0.2	14	0	0
CCOC(=O)C1(Cc2cccc(F)c2)CCN(C(=O)c2ccoc2C)CC1
 : -2	-12	9	23	-1.4	0	-12	-1
O=C(CCCn1c(SCC(=O)NCCc2ccccc2)nc2ccccc2c1=O)NCC1CCCO1 (centres undefined)
 : 1	23	8	16	1.8	14	14	-1
COc1ccc(CCNC(=O)CSc2ccsc2[N+](=O)[O-])c(OC)c1
 : -4	8	10	8	-0.7	9	1	3
CCCc1ccc(S(=O)(=O)NCc2nnc(SC)n2C)cc1
 : -2	28	1	11	-1.3	-25	-6	2
COc1cc(NC(=O)c2ccc(Cl)cc2)c(OC)cc1NC(=O)CN1CCOCC1
 : -3	3	4	21	-0.9	20	0	-4
CS(=O)(=O)N(CC(=O)N1CCc2ccccc2C1)c1cccc(Br)c1
 : -1	1	16	24	-0.3	29	12	-1
COc1ccc(N2CCN(C(=O)c3cc4c(-c5cccc(OC)c5)nn(C)c4s3)CC2)cc1
 : -2	15	7	-3	3.2	36	15	-2
COc1ccccc1/C=C/C(=O)NC(=S)N(C)C1CCCCC1
 : -1	-16	13	26	-0.2	4	-3	-6
O=C(Oc1ccc2c3c(c(=O)oc2c1)CCC3)c1ccco1
 : 2	6	8	37	-0.4	13	1	-1
COc1ccccc1N1CCN(CC(=O)Nc2sccc2C#N)CC1
 : -3	-10	-2	5	0.3	11	5	1
CN(C(=O)c1cccc(C#N)c1)c1nnc(C2CCOC2)s1 (centres undefined)
 : -3	-1	1	-6	-0.9	-19	10	-2
OC1(c2ccccc2F)CCN(Cc2nnnn2CCc2ccccc2)CC1
 : -4	-1	8	27	0.3	-4	19	-4
O=C(O)CCc1ccc(S(=O)(=O)Nc2ccccc2N2CCCCC2)cc1
 : -1	13	-5	-5	-0.8	16	-6	-3
COc1ccccc1NS(=O)(=O)c1ccc2oc(=O)ccc2c1
 : -2	-32	7	30	2.1	1	-11	0
S=C(Nc1ccccc1)Nc1ccc(Cl)cc1Cl
 : -2	-7	22	5	5.6	-40	-3	-1
Cc1ccc(-c2csc(/C(C#N)=C/Nc3ccccc3SC(F)(F)F)n2)c(C)c1
 : 1	4	-4	0	0.2	0	-1	-3
Cc1oc(-c2ccc(Cl)cc2)nc1CN1CCC(C(=O)N2CCN(Cc3ccccc3)CC2)CC1
 : 0	16	19	-10	1.5	48	20	6
COc1cccc(-c2cc(C(F)(F)F)n3ncc(S(=O)(=O)c4ccccc4)c3n2)c1
 : 2	7	13	5	-0.3	46	-19	2
O=C(Nc1nc2ccccc2n1CCN1CCCCC1)c1ccco1
 : -7	5	17	2	-1.8	2	-9	2
CSc1nc(NCCOCCO)c2sc3nc(-c4ccco4)c4c(c3c2n1)CCC4
 : 1	-17	-12	-4	-1.8	24	0	-1
Cc1cc(C)nc(Nc2nc3ccccc3[nH]2)n1
 : 5	-93	16	16	4.3	-29	-61	0
Nn1c(SCC(=O)Nc2ccc3c(c2)OCO3)nnc1C1CC1
 : -3	11	10	3	4.0	16	3	6
CSc1ccccc1C(=O)Nc1cccc(C(C)=O)c1
 : -4	20	35	2	-1.3	-13	17	-1
O=C(O)c1cccc2c1C(=O)N(CC1CCCO1)C2 (centres undefined)
 : -4	14	-1	0	1.8	17	12	-3
CN1CCN(c2oc(/C=C/c3ccccc3)nc2C#N)CC1
 : 0	-1	-1	10	5.4	19	-42	0
Cc1nc2ccc(N3C(=O)CCC3=O)cc2[nH]1
 : -2	11	19	11	-1.3	-9	8	-1
CC(O)[C@H]1CC[C@H]2[C@@H]3CC[C@H]4C[C@@H](O)CC[C@]4(C)[C@H]3/C(=N/O)C[C@]12C (some centres undefined)
 : -3	3	-5	25	-1.2	7	3	1
CCOC(=O)CCC(NC(=O)c1ccc(NCN2C(=O)CCC2=O)cc1)C(=O)OCC (centres undefined)
 : 3	28	2	0	0.5	13	-12	-1
N#C/C(=C\c1cc2c(cc1Br)OCO2)C(=O)NCC1CCCO1 (centres undefined)
 : 3	19	-8	87*	1.3	-7	1	-2

(continued)
Below each compound – APJ agonist	697 NFkB inh	APJ antagonist	tim23-1 inh	UPR CHOP act	Mdm2 MdmX PPI	Jurkat NFkB inh	UPR XBP1 act
Cc1cccc(S(=O)(=O)N2CN(Cc3ccco3)c3nc4ccccc4nc32)c1
 : 0	0	8	25	0.8	25	26	4
Cc1cccc(CN2CCN(c3ccccn3)CC2)c1
 : -2	8	-17	14	-2.0	4	8	-1
CC1(C)NC(=O)N(CCSc2ccc(Cl)cc2)C1=O
 : -1	11	8	-6	0.2	1	20	2
O=C(O)C1CCCCC1C(=O)Nc1ccc(S(=O)(=O)N2CCCC2)cc1 (centres undefined)
 : 0	-10	3	15	1.0	-3	-8	0
COc1c(C)cc(Br)cc1C(=O)Nc1ccccc1C
 : -2	5	14	20	0.2	13	-5	-3
Cc1ccnc(SCCn2c(N3CCC(C)CC3)nc3c2c(=O)n(C)c(=O)n3C)n1
 : 2	-14	23	32	-1.4	5	-7	-3
Cc1cc(C(=O)COC(=O)C(C)NC(N)=O)c(C)n1Cc1ccco1 (centres undefined)
 : 0	-6	-6	5	3.5	16	-3	-4
O=C(Nc1ccc(Cl)cc1)Nc1cccc(C(=O)O)c1
 : -1	53*	-2	7	-7.7	-1	76*	-9
CCN(CC(=O)Nc1ccc(NC(C)=O)cc1)C(=O)c1cc(-c2ccccc2)nn1-c1ccccc1
 : 5	-15	-16	7	0.2	-3	3	-1
CCCCCCN1C(=O)C(O)=C(C(C)=O)C1c1ccc(Cl)cc1 (centres undefined)
 : -2	-15	7	1	-1.5	10	-5	-2
O=C(c1ccccc1)N1CCN(C(=O)c2ccc(OC(F)(F)F)cc2)CC1
 : 0	22	1	-11	-3.1	21	-20	0
CC[C@](C)(O)c1cc2ccccc2c(=O)o1
 : -3	2	1	-8	-1.8	25	0	-2
CC(C)(C)OC(=O)NCCCCCNC(=O)c1nc[nH]c1C(=O)N1CCN(c2ccccc2)CC1
 : 0	5	14	5	1.3	15	2	-4
C(=N\c1nc2ccccc2n1Cc1ccccc1)/c1cccs1
 : 2	-31	17	26	1.0	9	-5	-1

Structures listed so far that have an NH in an aromatic ring (four):
Below each compound – APJ agonist	697 NFkB inh	APJ antagonist	tim23-1 inh	UPR CHOP act	Mdm2 MdmX PPI	Jurkat NFkB inh	UPR XBP1 act
O=C(Nc1cccc(Br)c1)c1ccn[nH]1
 : 5	-23	-16	57*	3.9	-14	-36	5
Cc1cc(C)nc(Nc2nc3ccccc3[nH]2)n1
 : 5	-93	16	16	4.3	-29	-61	0
Cc1nc2ccc(N3C(=O)CCC3=O)cc2[nH]1
 : -2	11	19	11	-1.3	-9	8	-1
CC(C)(C)OC(=O)NCCCCCNC(=O)c1nc[nH]c1C(=O)N1CCN(c2ccccc2)CC1
 : 0	5	14	5	1.3	15	2	-4
